High-throughput results: PubChem BioAssay, several laboratories
S1P4 agonist: activates the human S1P4 receptor; actives 0.35% (n = 220,000); AID 1509; O95977; S1P4-expressing cell line, agonist reporter assay; activation, % at 4.98 µM; in the data active = activation above about 11%;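 note: 0% = DMSO vehicle and 100% = reference agonist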
NPY Y1 blocker: antagonists of human neuropeptide Y receptor Y1 | P25929 | HEK293-CNG Y1 cells, membrane potential fluorescence; NPY at EC95, then isoproterenol | inhibition, % at 3.6 µM | actives 1% (n = 200,000);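 active = inhibition above the campaign mean inhibition of all tested compounds plus 3 SD, cut at about 20% in these data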;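 note: 0% = DMSO wells given NPY plus isoproterenol and 100% = isoproterenol alone without NPY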
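Material: HEK293 cells with Y1 receptor plus CNG channel; times: compound incubation 1 h at room temperature, readout 45 min post-stimulation; signal: fluorescence, membrane potential probe; read-out basis: fluorescence ratio normalized to % inhibition between controls; benchmarks: full-block control isoproterenol-only wells, zero-block control NPY plus isoproterenol wells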
TRPML3 ag: human mucolipin-3 channel agonism; Q8TDD5; HEK293 TRPML3-YFP, Fluo-8 calcium fluorescence; 100% = the carbachol control signal; activation, % at 3 µM; actives 0.29% (n = 220,000);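 active = activation above its plate's cutoff, the mean activation of the plate's test wells plus 3 SD, cut at about 12% in these data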;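 note: 0% = DMSO only wells and 100% = carbachol wells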
Target sequence (Q8TDD5 whole entry, looked up): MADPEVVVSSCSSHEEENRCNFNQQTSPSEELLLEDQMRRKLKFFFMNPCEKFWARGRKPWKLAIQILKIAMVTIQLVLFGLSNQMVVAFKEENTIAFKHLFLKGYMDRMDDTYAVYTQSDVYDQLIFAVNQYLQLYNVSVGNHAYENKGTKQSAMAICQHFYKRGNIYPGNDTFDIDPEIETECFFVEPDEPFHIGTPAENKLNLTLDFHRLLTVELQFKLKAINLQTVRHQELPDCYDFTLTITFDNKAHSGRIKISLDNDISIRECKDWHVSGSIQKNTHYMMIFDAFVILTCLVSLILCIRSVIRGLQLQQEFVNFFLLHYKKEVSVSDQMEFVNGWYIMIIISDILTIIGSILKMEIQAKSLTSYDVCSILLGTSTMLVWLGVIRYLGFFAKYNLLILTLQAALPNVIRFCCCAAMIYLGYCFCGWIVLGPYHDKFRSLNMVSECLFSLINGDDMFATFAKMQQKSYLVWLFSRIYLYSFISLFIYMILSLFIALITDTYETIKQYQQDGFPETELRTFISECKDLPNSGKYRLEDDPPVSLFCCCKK
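Test system: TRPML3-YFP stable HEK293 cells. Doses: single point at 3 µM. Incubation: dye loading 1 h 37 °C then 30 min ambient, 125 s read. Signal: Fluo-8 calcium dye fluorescence, ex 470-495, em 515-575 nm. Measure: percent activation from peak-to-basal fluorescence ratio, scaled between DMSO and carbachol.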
CHOP inhibitor: inhibitors of CHOP induction in ER stress response; actives 3.8% (n = 220,000); inhibition, % at 10 µM; CHO-K1 CHOP-promoter luciferase, tunicamycin-induced, 15-18 h;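 active = compounds that reduced the stress-induced luciferase reporter signal by more than about 70% of percent inhibition, limit read from the data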;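 note: 0% = tunicamycin plus vehicle and 100% = wells without tunicamycin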
NPY-Y1 PAM-ag: potentiates or activates human NPY-Y1 receptor | P25929 | NPY-Y1 expressing cells, potentiator/agonist activation | activation, % at 3.6 µM | actives 0.37% (n = 220,000); in the data active = activation above about 33%, passing the limit was not always enough;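 note: cells stimulated with NPY at EC10 then isoproterenol at EC100; 0% = low agonist plus stimulus and 100% = saturating agonist plus stimulus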
S1P4 antag: human S1P4 receptor antagonism. actives 0.26% (n = 220,000). inhibition, % at 4.98 µM. S1P4-expressing cells, antagonist mode, reporter read-out. AID 1510. O95977; in the data active = inhibition above about 29%;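 note: 0% = wells stimulated with agonist and 100% = vehicle wells without agonist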
NPY2 pot ag: potentiators or agonists of human neuropeptide Y receptor Y2; cells expressing NPY-Y2, potentiator/agonist read-out; activation, % at 3.6 µM; actives 0.45% (n = 220,000); AID 1359; in the data active = activation above about 27%;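 note: cells stimulated with NPY near EC25 plus isoproterenol at EC100; 0% = vehicle plus submaximal agonist and 100% = vehicle plus saturating agonist; some results beyond the cut were filed as inactive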
EP2 mod: EP2 receptor (human) modulation | EP2-expressing cells, cAMP HTRF FRET, PGE2 co-stimulation | induction, % at 25 µM | actives 0.83% (n = 260,000);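 active = compounds whose cAMP rise, as percent of the full-agonist control response, exceeds 60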;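 note: rat C6 glioma line stably carrying human EP2 under a CMV promoter; the protocol text gives 20 µM as final concentration; 100% = response of wells given 1 µM PGE2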
Target sequence (P43116 whole entry, looked up): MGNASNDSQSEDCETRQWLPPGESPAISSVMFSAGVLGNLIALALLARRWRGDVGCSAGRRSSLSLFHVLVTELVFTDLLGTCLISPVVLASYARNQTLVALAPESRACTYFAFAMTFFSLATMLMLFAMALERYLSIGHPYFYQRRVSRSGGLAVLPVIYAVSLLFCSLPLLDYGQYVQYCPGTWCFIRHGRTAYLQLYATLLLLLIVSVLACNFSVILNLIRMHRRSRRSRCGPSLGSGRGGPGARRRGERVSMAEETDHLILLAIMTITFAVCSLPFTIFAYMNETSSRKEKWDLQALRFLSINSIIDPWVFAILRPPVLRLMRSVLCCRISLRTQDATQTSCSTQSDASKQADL
zfTRPN1 agonist: activates the zebrafish TRPN1 channel | HEK293 zebrafish TRPN1-YFP, Fluo-8 calcium fluorescence; 100% = response to 87 µM carbachol | activation, % at 3 µM | actives 0.18% (n = 220,000) | AID 1424;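 active = activation above its plate's cutoff, the mean activation of test wells on that plate plus 3 SD, cut at about 19% in these data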;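 note: 0% = DMSO alone and 100% = 87 µM carbachol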
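Assay system: Zebrafish TRPN1-YFP in HEK293 cells | Incubation: Dye loading 1 h at 37 °C, then 30 min room temperature | Measured by: Kinetic Fluo-8 fluorescence, ex 470-495, em 515-575 nm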
* = called active by the depositor; . = not tested or not shown; & = joins results of further samples.

cpd	structure	S1P4 agonist	NPY Y1 blocker	TRPML3 ag	CHOP inhibitor	NPY-Y1 PAM-ag	S1P4 antag	NPY2 pot ag	EP2 mod	zfTRPN1 agonist
1	Cc1cc(N2CCC3(CC2)OCCO3)n2nc(C)c(-c3ccc(Cl)cc3)c2n1	-0.3	5	0.9	.	-22	-1	-1	.	-0.5
2	O=C(OCc1nnc(-c2ccccc2)o1)c1ccc2c(c1)C(=O)N(CCc1ccccc1)C2=O	2.5	4	0.5	11	0	-9	-2	31	0.2
3	O=C(NCc1cccnc1)C1CCN(S(=O)(=O)N2CCOCC2)CC1	-0.7	5	0.9	0	10	-7	-19	6	1.9
4	COc1ccc(Oc2ncc(CN3CCN(c4ccccc4)CC3)s2)cc1	-1.5	2	0.2	59	-32	-6	-4	-30	-0.9
5	Cc1cc2nc(-c3ccc(NC(=O)c4cccnc4)cc3)oc2cc1C	0.6	30*	1.9	-69	6	-5	0	-22	0.9
6	COc1ccccc1CNC(=O)c1cc(-c2cccnc2)nc2ccccc12	-1.2	4	0.3	29	4	20	-3	-45	-1.0
7	CCOC(=O)c1cc2sc(C)cc2n1C(C)C(=O)OCC (configuration not stated)	-0.9	-6	-0.8	37	-18	-20	8	65*	-2.3
8	CCC[N+](CC#Cc1ccccc1)(CCC)CC(=O)OC	0.9	1	0.8	11	12	-6	6	10	0.4

Remaining list, next part.
cpd	structure	S1P4 agonist	NPY Y1 blocker	TRPML3 ag	CHOP inhibitor	NPY-Y1 PAM-ag	S1P4 antag	NPY2 pot ag	EP2 mod	zfTRPN1 agonist
9	CCOc1ccccc1NC(=O)CSc1nnc(-c2ccccn2)n1Cc1ccco1	1.1	-1	-1.6	19	9	-28	1	1	-2.7
10	O=C1/C(=C/c2ccco2)CCc2ccccc21	3.0	13	0.3	-33	-14	-14	-4	-36	1.2
11	NC(=O)c1ccccc1NC(=O)CS(=O)(=O)Cc1ccccc1	-0.1	3	0.1	41	6	-15	-10	18	0.6
12	C=CCn1c(SC)nc2sc3c(c2c1=O)CCc1ccccc1-3	-0.1	10	0.6	55	-39	-21	-11	31	-0.5
13	CCCCN(Cc1ccco1)C(=O)Cn1ncc2c(=O)oc3ccc(C)cc3c21	2.2	-3	-0.8	52	0	-1	0	1	-1.9
14	O=c1c2ccccc2nc2n1C(CSCc1cccc(C(F)(F)F)c1)CS2 (configuration not stated)	0.4	-7	0.3	46	-7	-15	2	15	1.3
15	Cc1nc(NC(=O)/C=C/c2ccccc2)sc1C(=O)NCCO	0.7	-4	0.9	10	-2	1	-3	-52&-14	1.4
16	Cc1ccccc1NC(=O)c1ccc2snnc2c1	1.4	2	0.0	-19	19	-15	5	11	-0.4

Remaining list, next part
cpd	structure	S1P4 agonist	NPY Y1 blocker	TRPML3 ag	CHOP inhibitor	NPY-Y1 PAM-ag	S1P4 antag	NPY2 pot ag	EP2 mod	zfTRPN1 agonist
17	CCOC(=O)c1ccc(N=CC2=C(O)CC(C)(C)CC2=O)cc1	3.0	1	1.1	33	5	2	-2	9	3.3
18	COc1cccc(N2C(=O)CC(N3CCc4ccccc43)C2=O)c1 (configuration not stated)	-0.9	-1	0.1	30	22	-14	-14	17	-1.6
19	COc1ccc(/C(O)=C2/C(=O)C(=O)N(CC3CCCO3)C2c2ccc(OC)c(OC)c2)cc1 (configuration not stated)	-4.1	-4	-0.2	20	-12	-17	-18	25	0.4
20	O=C(CSc1ncnc2c1oc1ccccc12)Nc1ccccc1F	2.1	1	0.2	40	-4	-15	-5	76*	-0.3
21	O=C1CC2(CCCCC2)Oc2ccc(O)cc21	1.8	4	0.1	22	-8	-11	-2	9	0.1
22	NS(=O)(=O)c1ccc(NC(=O)COC(=O)c2cccc(S(=O)(=O)N3CCCC3)c2)cc1	0.0	.	1.5	12	28	-5	-3	8	4.3
23	COc1ccc(OCCSc2nc(N)cc(N)n2)cc1	-1.1	0	0.2	-20	-15	-10	4	-29	-0.3
24	O=C(CN1CCC(n2nnc3cc(C(F)(F)F)ccc32)CC1)NNC(=O)c1ccco1	1.7	2	1.3	-12	0	-7	-9	-37	0.0

Among those listed so far, these have fluorine:
cpd	structure	S1P4 agonist	NPY Y1 blocker	TRPML3 ag	CHOP inhibitor	NPY-Y1 PAM-ag	S1P4 antag	NPY2 pot ag	EP2 mod	zfTRPN1 agonist
14	O=c1c2ccccc2nc2n1C(CSCc1cccc(C(F)(F)F)c1)CS2 (configuration not stated)	0.4	-7	0.3	46	-7	-15	2	15	1.3
20	O=C(CSc1ncnc2c1oc1ccccc12)Nc1ccccc1F	2.1	1	0.2	40	-4	-15	-5	76*	-0.3
24	O=C(CN1CCC(n2nnc3cc(C(F)(F)F)ccc32)CC1)NNC(=O)c1ccco1	1.7	2	1.3	-12	0	-7	-9	-37	0.0

The list goes on.
cpd	structure	S1P4 agonist	NPY Y1 blocker	TRPML3 ag	CHOP inhibitor	NPY-Y1 PAM-ag	S1P4 antag	NPY2 pot ag	EP2 mod	zfTRPN1 agonist
25	CCOc1cc(/C=N\NC(=O)CN2CCOCC2)ccc1OCc1ccc(F)cc1	1.9	-4	0.5	-6	-11	-15	-8	-6	0.2
26	Cc1cc2nnc(SCC(=O)NCc3cccs3)n2c2ccccc12	1.2	9	-0.6	19	-1	-7	-1	11	-0.7
27	Cc1nc(NC(=O)COc2ccc(Cl)cc2)sc1C(=O)N(C)C	-1.9	10	0.1	27	-12	-4	-19	-6	0.1
28	CC1CC(C)CN(CCCNC(=O)CC2Oc3ccccc3NC2=O)C1 (configuration not stated)	0.1	2	0.4	10	-6	-7	-4	-10	0.8
29	Cc1cc(C)c2nc(SC(C)C#N)cc(C)c2c1 (configuration not stated)	1.7	2	-0.2	43	11	-17	-10	17	-2.6
30	Cc1ccc(S(=O)(=O)N(C)c2ccc(C(=O)N3CCC(C(N)=O)CC3)cc2)cc1	-0.1	-4	-0.4	39	-20	3	3	3	-0.1
31	COc1cccc(CNC(=O)C2CCCN(S(=O)(=O)c3cnc[nH]3)C2)c1 (configuration not stated)	0.8	3	1.0	-1	10	-19	2	14	0.6
32	CCn1c(=O)cc(SCC(=O)N2CCCCC2)c2ccccc21	2.5	-4	-1.0	-23	-11	-18	4	-20	1.0

(continued)
cpd	structure	S1P4 agonist	NPY Y1 blocker	TRPML3 ag	CHOP inhibitor	NPY-Y1 PAM-ag	S1P4 antag	NPY2 pot ag	EP2 mod	zfTRPN1 agonist
33	COc1ccccc1C/C(N)=N/OC(=O)c1cccc([N+](=O)[O-])c1C	2.0	9	0.1	26	-20	-20	-3	-16	-1.1
34	COc1ccc2nc(/N=C\N(C)C)sc2c1	-2.1	1	0.4	12	24	8	-9	8	0.1
35	COC(=O)c1ccccc1Nc1cc(C)nc2nc(C)nn12	3.1	0	0.1	-20	-2	2	5	26	-0.9
36	O=C(CN1C(=O)CSCC1=O)NCc1ccc(F)cc1	2.6	0	0.7	13	8	-8	-8	9	1.1
37	Cc1cc(NC(=O)CSc2ncnc3c2cnn3-c2cccc(Cl)c2)no1	0.4	1	1.1	-14	12	7	11	14	0.9
38	CC(C)CCN1CC(C(=O)NCc2ccccc2)CC1=O (configuration not stated)	-1.9	3	0.7	-12	9	-2	3	9	0.7
39	COC(=O)CSc1nnc(CNS(=O)(=O)c2ccc(C)cc2)n1C	-0.9	-5	0.7	14	-9	-16	-2	6	-1.1
40	O=C(CSc1nnc(-c2ccccc2F)n1C1CC1)Nc1ccc2[nH]c(=O)[nH]c2c1	-0.8	6	0.3	11	10	4	-10	14	-1.6

More compounds
cpd	structure	S1P4 agonist	NPY Y1 blocker	TRPML3 ag	CHOP inhibitor	NPY-Y1 PAM-ag	S1P4 antag	NPY2 pot ag	EP2 mod	zfTRPN1 agonist
41	COCCn1c(Cc2cccn2C)nnc1SCC(=O)NCc1ccc2c(c1)OCO2	-1.4	0	-0.6	-13	7	-5	-6	4	-0.9
42	CS(=O)(=O)c1ccc2nc(NC(=O)Nc3ccc(Cl)c(Cl)c3)sc2c1	-3.5	0	1.4	13	-10	-21	10	4	1.4
43	C=CCn1c(SCC(=O)c2ccc(Cl)cc2)nnc1-c1ccc2c(c1)OCO2	-0.1	8	0.1	15	-35	-14	1	-10	2.0
44	O=C(Nc1ccccc1-c1nc2ccccc2[nH]1)c1ccc(N2C(=O)CCC2=O)cc1	0.7	7	1.2	4	-9	-7	-5	-23	-0.9
45	CCOC(=O)C1CCN(c2c(Nc3ccc4c(c3)OCCO4)c(=O)c2=O)CC1	0.8	8	-1.0	10	25	-11	-3	-30	1.8
46	CCCCC1(C)OC(=O)C(=Cc2c[nH]c3ccccc23)C(=O)O1 (configuration not stated)	1.1	4	0.7	64	-13	-11	9	-20	2.0
47	CC1(C)CNC(=O)c2sc(NC(=O)CN3CCOCC3)nc2C1	-0.8	2	0.6	12	-1	-10	15	15	-0.3
48	CC(C)(C)OC(=O)CN1C(=O)C(Sc2n[nH]c(-c3ccccc3)n2)CCc2ccccc21 (configuration not stated)	0.3	5	0.0	57	6	3	-21	27	-0.9

Further entries:
cpd	structure	S1P4 agonist	NPY Y1 blocker	TRPML3 ag	CHOP inhibitor	NPY-Y1 PAM-ag	S1P4 antag	NPY2 pot ag	EP2 mod	zfTRPN1 agonist
49	CC1CCCN(C(C(=O)Nc2ccc3c(c2)OCCO3)c2ccccc2)C1 (configuration not stated)	-0.2	9	-0.7	11	-30	16	-23	5	-1.3
50	CN1CCN(/N=C/c2ccc(C#N)cc2)CC1	-0.9	2	1.3	6	-1	-6	9	14	1.2
51	Cc1c(Cl)c(C(=O)NNC(=S)Nc2ccc(F)cc2)nn1C	1.4	6	0.7	7	-18	10	-13	10	-3.3
52	COC(=O)CSc1nnc(-c2ccc(OC)c(OC)c2)o1	1.6	0	-0.1	-8	13	1	6	15	-0.4
53	Cc1ccccc1C(=O)N[C@H](C(=O)OCC(=O)c1ccc[nH]1)C(C)C	-0.5	-2	0.4	14	-7	-5	8	-5	-0.9
54	CC(Sc1ccc(Cl)cc1)C(=O)Nc1ccccc1C(=O)N1CCOCC1 (configuration not stated)	2.2	2	0.7	31	12	21	11	14	1.5
55	CCOCCOC(=O)COc1ccc2c(-c3ccccc3)cc(=O)oc2c1	0.1	2	0.6	11	-3	8	-5	10	-0.8
56	Cc1cccc(N2CCN(C(c3ccc(N(C)C)cc3)c3nnnn3C(C)(C)C)CC2)c1C (configuration not stated)	0.5	7	1.8	47	-5	-11	-14	45	-0.1
57	O=C(OCCOc1ccc(Br)cc1)c1cnccn1	1.4	6	-0.1	-6	-18	-2	1	-7	-0.4

Four compounds out of the list above, sorted by their value in TRPML3 ag, largest number first.
#	Molecule	TRPML3 ag
50	CN1CCN(/N=C/c2ccc(C#N)cc2)CC1	1.3
55	CCOCCOC(=O)COc1ccc2c(-c3ccccc3)cc(=O)oc2c1	0.6
57	O=C(OCCOc1ccc(Br)cc1)c1cnccn1	-0.1
49	CC1CCCN(C(C(=O)Nc2ccc3c(c2)OCCO3)c2ccccc2)C1 (configuration not stated)	-0.7
